# HTR5A ag: counter-screen for OPRM1-OPRD1 agonists: human HTR5A agonism; P47898; HTR5A agonist assay, luminescence, cell-based; activation, % at 9.3 µM; 340,000 compounds, 0.61% hits; in the data active = activation mostly above about 9.5%, no sharp cut-off; inactive = mostly below about 7.6%;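 also: 0% = cells with vehicle only and 100% = reference agonist; strong numbers were not always called active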
# Target sequence (P47898 whole entry, looked up): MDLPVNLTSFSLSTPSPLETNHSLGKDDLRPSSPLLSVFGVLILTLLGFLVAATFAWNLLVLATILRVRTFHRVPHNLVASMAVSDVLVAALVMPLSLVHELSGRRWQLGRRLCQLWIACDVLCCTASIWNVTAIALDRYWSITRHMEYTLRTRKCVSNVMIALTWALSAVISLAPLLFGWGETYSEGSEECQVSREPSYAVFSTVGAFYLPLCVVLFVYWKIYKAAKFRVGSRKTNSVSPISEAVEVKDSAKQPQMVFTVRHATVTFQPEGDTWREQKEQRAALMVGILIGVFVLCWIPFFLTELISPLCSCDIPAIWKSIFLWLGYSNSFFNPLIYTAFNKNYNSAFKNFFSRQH
# MOR-DOR inv ag: inverse agonists of human mu-delta opioid receptor heterodimerization; cell-based MOR-DOR heterodimer luminescence, inverse agonism; inhibition, % at 9.3 µM; 340,000 compounds, 0.21% hits; AID 504357; in the data active = inhibition above about 22%, passing the limit was not always enough;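 also: 0% = cells with DMSO and 100% = wells without cells with DMSO; values of inactives mirror those of a sister screen read the other way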
# OPRM1-OPRD1 ag: OPRM1-OPRD1 heterodimerization agonism. AID 504326. cells, luminescence. P35372+P41143. 340,000 compounds, 0.3% hits. activation, % at 9.3 µM; in the data active = activation above about 18%;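 also: 0% = vehicle-treated cells and 100% = reference agonist; values of inactives mirror those of a sister screen read the other way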
# RTF Ca sens inh: cardiac RTF calcium desensitization | IANBD-labeled cardiac RTF, Ca2+ fluorescence | inhibition, % at 7.15 µM | 340,000 compounds, 0.12% hits | AID 493244;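 active = inhibition above the mean inhibition of all tested compounds plus 3 SD, cut at about 17% in these data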;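 also: assay run at fixed EC70 calcium of 1.6 mM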
# RTF Ca sens act: increases calcium sensitivity of human cardiac regulated thin filaments; P19429+P45379; 340,000 compounds, 0.24% hits; activation, % at 7.2 µM; IANBD-labeled TnC RTF fluorescence at EC20 calcium; 0% EC20 calcium, 100% full calcium;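 active = activation above the mean over all tested compounds plus 3 SD, cut at about 30% in these data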;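 also: rise in fluorescence read as greater calcium sensitivity of cardiac thin filaments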
# HTR5A inv ag: inverse agonist of human HTR5A in OPRM1-OPRD1 counter-screen; P47898; HTR5A cell line, luminescence, inverse agonism; inhibition, % at 9.3 µM; 340,000 compounds, 0.083% hits; AID 504634; in the data active = inhibition mostly above about 23%, no sharp cut-off; inactive = mostly below about 18%;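 also: 0% = cells with DMSO and 100% = no-cell wells with DMSO; some compounds called inactive have numbers as strong as hits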
# Keap1-Nrf2 PPI: disrupts human Keap1 binding to Nrf2 peptide. 340,000 compounds, 0.15% hits. Keap1 Kelch-Nrf2 peptide fluorescence polarization, 1536-well. AID 504523. inhibition, % at 9.4 µM; in the data active = inhibition above about 12%;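 also: human Keap1 Kelch domain with fluorescein labeled Nrf2 9mer peptide probe; 0% = neutral control wells and 100% = peptide positive control; higher means more block of Keap1 binding to Nrf2 peptide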
# Target sequence (Q14145 whole entry, looked up, the tested form may be a part): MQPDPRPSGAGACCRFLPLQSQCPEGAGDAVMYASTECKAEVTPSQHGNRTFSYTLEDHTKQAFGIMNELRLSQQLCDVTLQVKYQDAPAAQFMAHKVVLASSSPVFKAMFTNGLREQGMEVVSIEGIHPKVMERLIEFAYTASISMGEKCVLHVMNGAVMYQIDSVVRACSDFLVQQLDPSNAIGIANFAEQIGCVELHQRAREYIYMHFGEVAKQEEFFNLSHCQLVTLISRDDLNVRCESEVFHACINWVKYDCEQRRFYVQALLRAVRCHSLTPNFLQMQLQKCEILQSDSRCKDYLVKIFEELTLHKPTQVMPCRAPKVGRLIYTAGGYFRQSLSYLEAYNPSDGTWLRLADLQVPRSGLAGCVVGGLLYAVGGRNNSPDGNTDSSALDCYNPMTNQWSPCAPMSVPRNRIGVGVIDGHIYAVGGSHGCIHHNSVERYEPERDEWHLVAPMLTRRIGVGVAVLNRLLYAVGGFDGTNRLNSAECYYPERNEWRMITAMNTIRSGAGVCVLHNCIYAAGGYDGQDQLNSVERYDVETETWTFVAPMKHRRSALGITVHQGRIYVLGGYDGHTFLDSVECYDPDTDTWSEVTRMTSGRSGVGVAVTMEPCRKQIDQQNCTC
# V-ATPase pHluor: alters yeast V-ATPase proton transport; response, % at 10 µM; S. cerevisiae, pHLuorin cytosolic pH fluorescence; 350,000 compounds, 0.37% hits; in the data active = response mostly above about 7.3%, no sharp cut-off; inactive = mostly below about 5.4%; also: actives read high; inactives centre near 0; some compounds called inactive have numbers as strong as hits; reference of the scale not given here
# C-LANA FP: blocks KSHV LANA C-terminal domain binding to DNA. MBP-C-LANA/FAM-LBS DNA binding, fluorescence polarization. inhibition, % at 9 µM. 340,000 compounds, 0.078% hits;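 active = highest replicate inhibition at or above 60% at 9 µM, even if other replicates fall short; inactive = all replicates below 60% inhibition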;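 also: 0% = neutral control wells and 100% = 4 µM acridine orange control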
# CAL-PDZ inh HTS: blocks peptide binding to the human CAL PDZ domain; purified CAL PDZ, TMR-peptide fluorescence polarization, 1 h; inhibition, % at 24.9 µM; 300,000 compounds, 0.92% hits; AID 602252;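 active = mean inhibition of at least 30% with at least half of replicates also reaching 30%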;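 also: 0% = DMSO neutral control and 100% = excess unlabeled competitor peptide PRC23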
# * hit, by the source's call; nt = no result given.
no.	SMILES	HTR5A ag	MOR-DOR inv ag	OPRM1-OPRD1 ag	RTF Ca sens inh	RTF Ca sens act	HTR5A inv ag	Keap1-Nrf2 PPI	V-ATPase pHluor	C-LANA FP	CAL-PDZ inh HTS
1	CN(C)S(=O)(=O)c1cccc(C(=O)Nc2cc(S(=O)(=O)N3CCOCC3)ccc2O)c1	-5	10	-1.5	3	-11	-3	0	4	0.7	-1
2	Brc1ccc2c(c1)OCCOCCOCCOCCOCCO2	-2	10	-1.7	1	0	5	-8	-1	1.5	-1
3	CC(C)c1c(O)nc(SCC(=O)N2CCOCC2)[nH]c1=O	-2	-6	0.9	-16	0	4	3	4	1.2	-4
4	O=C(Nn1c(-c2ccc(Br)cc2)nc2ccccc2c1=O)c1ccncc1	-1	5	-0.9	-9	3	3	0	2	0.7	-5
5	CCOc1ccc(-c2cc(C(=O)NCCCN3CCOCC3)c3ccccc3n2)cc1	6	11	-2.1	1	-6	-23	-1	0	0.0	3
6	O=C(COc1ccccc1F)Nc1cc(S(=O)(=O)N2CCOCC2)ccc1N1CCOCC1	4	4	-0.8	-7	-1	-11	-2	2	-0.7	nt
7	CCNc1nc2c(c(=O)n(C)c(=O)n2C)n1Cc1ccc(Cl)cc1	2	-7	1.2	-10	-5	-5	3	-2	-0.9	nt
8	COC(=O)/C=c1/s/c(=C(/C#N)C(=O)N2CCOCC2)n(-c2ccccc2)c1=O	2	7	-1.2	1	-4	-22	1	0	-1.5	-2
9	CCN(CC(=O)Nc1ccc(C(=O)OC)cc1)Cc1ccccc1	1	13	-2.6	2	-1	-2	2	1	-1.8	-5
10	C/C=C(/C)C(=O)Nc1cccc(C2=NOC3(C2)C[C@H](C(N)=O)N(C(=O)c2ccccc2)C3)c1 (stereo partly drawn)	-6	-5	1.0	2	4	16	-8	-1	0.0	3
11	N#CCNC(=O)C1CC(=O)N(CCc2ccc(F)cc2)C1 (stereo not drawn)	-3	1	-0.1	-8	-3	12	3	-3	0.5	-4
12	O=[N+]([O-])c1cccc(-c2nnnn2-c2cccc(F)c2)c1	-2	8	-1.5	8	0	-25	-1	-3	0.0	-2
13	O=C(Cc1c(F)cccc1Cl)NCC(=O)OCc1ccccc1	3	1	-0.1	2	-6	-9	6	-1	0.3	nt
14	CNCCOCC(O)CSc1ccccc1 (stereo not drawn)	1	3	-0.5	-15	-2	-3	-1	-4	0.1	4
15	O=C(O)Cn1cccc1C(=O)c1ccccc1	0	7	-1.4	-10	5	-34	-1	2	-1.0	nt
16	N=c1c2c(-c3ccccc3)c(-c3ccccc3)n(Cc3ccccc3)c2ncn1CCCO	1	10	-1.9	0	-1	11	0	3	0.2	-4
17	CC(C)(C)c1ccc(S(=O)(=O)N2CCC(CO)(CC3CCCCO3)CC2)cc1 (stereo not drawn)	1	-14	2.6	1	8	20	-7	4	0.3	-3
18	CC(=O)Nc1ccc(/C=C/c2noc(-c3ccccc3O)n2)cc1	4	3	-0.6	0	-1	-15	4	0	1.3	-6
19	CC(C)N(C)S(=O)(=O)c1ccc(NC(=O)CSC(=S)N2CCCC2)cc1	-3	1	-0.2	-6	-4	-9	-1	2	1.4	10
20	COc1cc2cc(CN(CCCN3CCOCC3)C(=O)Nc3ccc(F)cc3)c(=O)[nH]c2cc1OC	-9	7	-1.3	-2	3	14	-1	1	-1.8	-3
21	CN(C)S(=O)(=O)c1cccc(NC(=O)c2cc3ccccc3o2)c1	1	4	-0.9	-1	1	1	-2	0	-1.3	-1
22	Cc1cccc(C)c1NC(=O)CCCN1CC(C)OC(C)C1 (stereo not drawn)	-1	3	-0.6	-8	-3	5	3	0	1.5	-2
23	CCN(CC)c1ccc(C2C(C(=O)OCCOC)=C(C)NC3=C2C(=O)CC(C)(C)C3)cc1 (stereo not drawn)	0	6	-1.3	-2	0	-1	-3	-2	-0.1	0
24	CCCN(CCC)C(=O)c1ccc2nc(-c3ccc(OC)c(OC)c3)c(-c3ccc(OC)c(OC)c3)nc2c1	-4	12	-2.4	-6	0	14	-1	-3	-4.3	-6
25	Nc1nnc(SCC(=O)OCC(=O)Nc2ccccc2)s1	-2	4	-0.5	0	-4	11	-3	1	-0.6	1
26	Cc1ccc(S(=O)(=O)N2CCN(C(=O)CSc3nnnn3C)C2)cc1	-5	7	-1.4	-1	7	11	-3	0	0.4	-2
27	CCOC(=O)N1CCN(C(=O)c2oc3ccc(S(=O)(=O)N4CCCCC4)cc3c2C)CC1	1	-13	2.3	5	-4	-17	-3	0	1.1	-2
28	Cc1ccc(S/C(=N\S(=O)(=O)c2ccc(Cl)cc2)c2ccccc2)cc1	-1	7	-1.2	-3	-6	3	-5	-3	-0.8	nt
29	COc1cc(OC)c2c(C)cc(=O)oc2c1	6	8	-1.8	-10	-3	-37	-3	4	-1.1	-2
30	O=C1C=C(NS(=O)(=O)c2ccccc2)C(=O)c2ccccc21	-2	-7	1.5	10	-4	9	-3	2	0.8	-5
31	CCCCN(CCCC)CCCN1CC(=O)N2[C@@H](Cc3c([nH]c4ccccc34)C2(C)C)C1=O	-1	16	-3.5	-5	2	2	-3	-3	-0.4	-3
32	COc1cc(C(=O)Nc2nnc(C(F)(F)F)s2)c([N+](=O)[O-])cc1OC	-3	8	-1.3	4	-2	7	-1	-2	-1.1	15
33	CCc1nc2ccccc2nc1N1CCN(S(=O)(=O)c2ccc(Cl)cc2)CC1	1	-17	3.3	-1	6	-18	-1	-2	1.8	2
34	O=C(Nc1cnn(C23CC4CC(CC(C4)C2)C3)c1)c1cc(-c2ccccc2)on1	4	9	-2.1	4	-4	-9	0	-1	1.4	1
35	COc1ccc2oc(=O)c(C(=O)Nc3cccc(C(C)=O)c3)cc2c1	-6	4	-0.8	-11	-5	21	2	3	-1.0	-6
36	COC(=O)c1sc(NC(=O)c2ccc(Cn3cc(Cl)cn3)o2)c(C#N)c1C	5	7	-1.2	-2	-1	10	-1	-1	0.5	-7
37	O=C(OCc1c(F)cccc1Cl)c1cnccn1	3	11	-1.7	-1	-1	-7	-1	-2	0.4	-3
38	CCCc1ccc(C(=O)NNc2cc(Cl)ccc2Cl)cc1	0	-5	1.0	-4	20	9	-4	3	-1.3	-2
39	CCOC(=O)c1oc2cc(C)cc(C)c2c1C	6	7	-1.4	-11	0	-14	1	8	-0.6	-8
40	CCCn1nc(NC(=O)c2cccs2)c2cc3cc(C)ccc3nc21	-2	1	-0.3	3	2	13	1	-2	0.2	-4

# Just CAL-PDZ inh HTS, HTR5A inv ag and Keap1-Nrf2 PPI, for three of the compounds above:
no.	SMILES	CAL-PDZ inh HTS	HTR5A inv ag	Keap1-Nrf2 PPI
23	CCN(CC)c1ccc(C2C(C(=O)OCCOC)=C(C)NC3=C2C(=O)CC(C)(C)C3)cc1 (stereo not drawn)	0	-1	-3
19	CC(C)N(C)S(=O)(=O)c1ccc(NC(=O)CSC(=S)N2CCCC2)cc1	10	-9	-1
37	O=C(OCc1c(F)cccc1Cl)c1cnccn1	-3	-7	-1

# Carrying on:
no.	SMILES	HTR5A ag	MOR-DOR inv ag	OPRM1-OPRD1 ag	RTF Ca sens inh	RTF Ca sens act	HTR5A inv ag	Keap1-Nrf2 PPI	V-ATPase pHluor	C-LANA FP	CAL-PDZ inh HTS
41	Cc1ccc(S(=O)(=O)n2nc(C)c(S(=O)(=O)N3CCOCC3)c2C)cc1	-2	15	-2.9	-6	-4	-41	-2	2	-0.7	-3
42	CCC(CC)C(=O)Nc1cccc(C(=O)NCCc2ccccc2)c1	-1	3	-0.6	-6	-1	3	-1	-2	-0.1	2
43	COc1ccc(C=O)cc1COc1ccc(F)cc1F	-3	5	-0.9	-4	7	-4	-5	3	-2.1	0
44	COc1ccccc1C(=O)NC(=O)COC(=O)c1cccc(OC(F)F)c1	2	-7	1.1	-6	-6	-8	1	0	0.5	-1
45	CC(=O)C(Sc1nc(N(C)C)nc(N(C)C)n1)C(=O)Nc1ccccc1 (stereo not drawn)	-2	-5	0.9	-7	3	-4	-2	0	0.4	-2
46	COc1cc(OC)cc(-c2nnc(SCC(=O)N3CCCCC3)o2)c1	-1	8	-1.5	-8	2	3	2	-2	0.0	-2
47	c1ccc(-c2csc(Nc3nc(N4CCOCC4)nc(N4CCOCC4)n3)n2)cc1	-4	13	-3.1	-3	-5	9	-3	3	0.6	49*
48	COc1ccc(NC(=O)CCCN2C(=O)C3CC=CCC3C2=O)cc1 (stereo not drawn)	5	9	-1.7	1	-2	4	0	0	1.6	0
49	Cc1occc1C(=O)Nc1cccc2ccccc12	0	-3	0.5	1	4	-31	-4	-3	0.9	-1
50	CC(OC(=O)c1ccc(Br)c(S(=O)(=O)N2CCOCC2)c1)C(=O)NC1CCCCC1C (stereo not drawn)	0	-10	1.6	-2	-3	-4	-1	10	-0.4	-5

# Structures above with two or more sulfur atoms:
no.	SMILES	HTR5A ag	MOR-DOR inv ag	OPRM1-OPRD1 ag	RTF Ca sens inh	RTF Ca sens act	HTR5A inv ag	Keap1-Nrf2 PPI	V-ATPase pHluor	C-LANA FP	CAL-PDZ inh HTS
1	CN(C)S(=O)(=O)c1cccc(C(=O)Nc2cc(S(=O)(=O)N3CCOCC3)ccc2O)c1	-5	10	-1.5	3	-11	-3	0	4	0.7	-1
19	CC(C)N(C)S(=O)(=O)c1ccc(NC(=O)CSC(=S)N2CCCC2)cc1	-3	1	-0.2	-6	-4	-9	-1	2	1.4	10
25	Nc1nnc(SCC(=O)OCC(=O)Nc2ccccc2)s1	-2	4	-0.5	0	-4	11	-3	1	-0.6	1
26	Cc1ccc(S(=O)(=O)N2CCN(C(=O)CSc3nnnn3C)C2)cc1	-5	7	-1.4	-1	7	11	-3	0	0.4	-2
28	Cc1ccc(S/C(=N\S(=O)(=O)c2ccc(Cl)cc2)c2ccccc2)cc1	-1	7	-1.2	-3	-6	3	-5	-3	-0.8	nt
41	Cc1ccc(S(=O)(=O)n2nc(C)c(S(=O)(=O)N3CCOCC3)c2C)cc1	-2	15	-2.9	-6	-4	-41	-2	2	-0.7	-3

# (cont.)
no.	SMILES	HTR5A ag	MOR-DOR inv ag	OPRM1-OPRD1 ag	RTF Ca sens inh	RTF Ca sens act	HTR5A inv ag	Keap1-Nrf2 PPI	V-ATPase pHluor	C-LANA FP	CAL-PDZ inh HTS
51	COc1cccc(-c2nn(C)c3sc(C(=O)NCc4ccc5c(c4)OCO5)cc23)c1	-2	1	-0.2	-2	-7	6	1	2	-0.2	nt
52	Cc1c(Cl)cccc1NC(=O)CCC(=O)NNC(=O)c1ccco1	-1	-40	7.6	-1	1	-21	-2	-7	-0.3	nt
53	O=C(Cc1cccs1)Nc1cccc(-c2nc3cc4ccccc4cc3[nH]2)c1	2	-9	1.7	-12	1	-27	-2	-2	-0.1	-3
54	COCCNC(=O)COc1ccc(Br)cc1Cl	3	0	-0.1	-4	-5	-4	-2	6	-1.8	nt
55	O=C(NCCc1ccc(C(F)(F)F)cc1)C1CCC(=O)N(CCc2cccc(F)c2)C1 (stereo not drawn)	0	10	-1.9	0	-7	-52	-1	-3	2.6	-4

# Hits appear at their usual frequency; any-hit rate near 2.8%.
